V-ATPase pHluor – regulators of yeast V-ATPase proton transport. S. cerevisiae, pHLuorin cytosolic pH fluorescence. response, % at 10 µM. hit rate 0.37% among 350,000. AID 504577; in the data active = response mostly above about 7.3%, no sharp cut-off; inactive = mostly below about 5.4%; note: actives read high; inactives centre near 0; some compounds called inactive have numbers as strong as hits; reference of the scale not given here
The depositor's hits bear a star. Only part of the results is shown; rates above refer to the full screens.

What do the screens show for `Cc1ccc(S(=O)(=O)N2C[C@H]3C(=O)C[C@@H](c4cccc(Cl)c4)N(S(=O)(=O)c4ccc(C)cc4)[C@H]3C[C@H]2c2ccc(Cl)cc2)cc1`?
V-ATPase pHluor: 1

What do the screens show for `CC(C)C1C(=O)N(Cc2cn(CCC3OCCO3)nn2)CCS(=O)(=O)N1Cc1ccc(-c2ccc(F)nc2)cc1` (configuration not stated)?
V-ATPase pHluor: 0

What do the screens show for `COCC#Cc1ccc2c(c1)O[C@@H](CN(C)S(=O)(=O)c1cccc(F)c1)[C@@H](C)CN([C@H](C)CO)S2(=O)=O`?
V-ATPase pHluor: -2

Results for CC(C)CC1C(=O)N(Cc2cn(CCC3OCCCO3)nn2)CCS(=O)(=O)N1Cc1ccc(-c2ccc(F)cc2)cc1 (configuration not stated) ?
V-ATPase pHluor: 5.5*

Results for COc1ccc(OCc2cc(C(=O)NC(C)c3nc(C)cs3)no2)c(Cl)c1 (configuration not stated) ?
V-ATPase pHluor: 1

What do the screens show for `COc1ccccc1C1NC(=O)NC(C)=C1C(=O)OCC1CCCCC1` (configuration not stated)?
V-ATPase pHluor: 0

How did CC(C)c1ccc(NC(=O)CN(C)C2=NS(=O)(=O)c3ccccc32)cc1 do in these assays?
V-ATPase pHluor: 1

Results for O=c1c2cc([N+](=O)[O-])ccc2sn1-c1ccccc1 ?
V-ATPase pHluor: -1

What do the screens show for `COc1ccc(N2C(=O)CC(Sc3nccc(C)n3)C2=O)c(OC)c1` (configuration not stated)?
V-ATPase pHluor: 3

What do the screens show for `O=C(COC(=O)c1ccc([N+](=O)[O-])o1)Nc1ccc2c(c1)OC(F)(F)O2`?
V-ATPase pHluor: 2

Results for O=C1NC(Cc2ccccc2)c2nc3ccc(Cl)cc3c(=O)n2-c2cc3ccccc3cc21 (configuration not stated) ?
V-ATPase pHluor: -1

What do the screens show for `O[C@H]1C[C@H](c2ccc(Cl)cc2)N(Cc2cccs2)C[C@@H]1n1cc(C2CC2)nn1`?
V-ATPase pHluor: 0

How did CN1OC[C@@H]2CN[C@H](c3cccc(N4CCOCC4)c3)C[C@@H]21 do in these assays?
V-ATPase pHluor: 0

How did CC(C)OC(=O)N(C)C[C@@H]1OCc2cnnn2CCCC(=O)N([C@@H](C)CO)C[C@@H]1C do in these assays?
V-ATPase pHluor: -1

Results for COc1ccc(CC(=O)N/N=C/c2c(C)n(C)c3ccccc23)cc1OC ?
V-ATPase pHluor: -2

How did c1ccc(COc2ncnc3c2ncn3CCCN2CCN(Cc3cccc4ccccc34)CC2)cc1 do in these assays?
V-ATPase pHluor: 0

What do the screens show for `CC1(C)OC(=O)C2=C(CC(CCc3ccccc3)OC2c2ccccc2)O1` (configuration not stated)?
V-ATPase pHluor: -1

What do the screens show for `O=C(O)C1=C2C(=O)Nc3cccc(c32)C2(C1)C(=O)Nc1ccccc12` (configuration not stated)?
V-ATPase pHluor: -2

Results for C/C(=N/NC(=O)c1nnn(-c2nonc2N)c1CSc1ccc(Cl)cc1)c1ccncc1 ?
V-ATPase pHluor: 0

How did O=C1NC(=O)C([N+](=O)[O-])=C(O)C1=O do in these assays?
V-ATPase pHluor: -1

How did CN(c1ccccc1)S(=O)(=O)c1cccc(C(=O)NCC(c2cccs2)N2CCOCC2)c1 (configuration not stated) do in these assays?
V-ATPase pHluor: -2

Results for CC(C)(C)S(=O)(=O)c1ccccc1-c1noc(-c2ccccc2)c1C(N)=O ?
V-ATPase pHluor: -2

How did O=C1NC(Cc2ccccc2)c2nc3cc(F)ccc3c(=O)n2-c2cc3ccccc3cc21 (configuration not stated) do in these assays?
V-ATPase pHluor: 1

What do the screens show for `COc1ccc(S(=O)(=O)N2CCN(C(=O)c3cccc(S(=O)(=O)N4CCCC4)c3)CC2)cc1`?
V-ATPase pHluor: 1

How did CC(/C=N/NC(=O)c1cnccn1)=C\c1ccco1 do in these assays?
V-ATPase pHluor: -4

What do the screens show for `NC(=O)c1ccc(NC(=O)CSc2nnc(-c3ccncc3)n2Cc2ccco2)cc1`?
V-ATPase pHluor: 5

How did O=C(CN1CCN(Cc2ccccc2)CC1)Nc1cccc(Cl)c1Cl do in these assays?
V-ATPase pHluor: 0

How did COC(=O)c1ccc(CNC(=O)c2ccc(OC)c(S(=O)(=O)NC3CC3)c2)cc1 do in these assays?
V-ATPase pHluor: -1

What do the screens show for `NS(=O)(=O)c1ccc(CNS(=O)(=O)c2cccc3nonc23)cc1`?
V-ATPase pHluor: -1

What do the screens show for `c1ccc2c(C3OCC4(CCCCC4)CO3)cccc2c1`?
V-ATPase pHluor: 0

What do the screens show for `O=S(=O)(Oc1ccc(Cl)cc1)c1cccc2cccnc12`?
V-ATPase pHluor: 4

How did Cc1cccc(S(=O)(=O)N(C)C[C@@H]2OCc3cn(nn3)CCCC(=O)N([C@@H](C)CO)C[C@H]2C)c1 do in these assays?
V-ATPase pHluor: -3

Results for O=C(NCc1nnnn1-c1ccc(Cl)cc1)c1ccc([N+](=O)[O-])o1 ?
V-ATPase pHluor: -1

Results for CCCCCCn1c(=O)n2n(c1=O)C[C@]1(OC(=O)NCc3ccc(OC)c(OC)c3)CN(S(=O)(=O)c3ccc(C)cc3)C[C@]1(O)C2 ?
V-ATPase pHluor: 3

What do the screens show for `CC(=O)Nc1ccc2sn(-c3ccccc3)c(=O)c2c1`?
V-ATPase pHluor: -1

How did O=C(OCc1cn([C@@H]2CN(C(=O)C3CCCCC3)[C@@H](c3ccccc3)C[C@H]2O)nn1)c1ccccc1 do in these assays?
V-ATPase pHluor: -1

Results for Fc1ccc(N2CN(Cc3cccnc3)CNC2=S)cc1 ?
V-ATPase pHluor: -4

What do the screens show for `COc1ccc(/C=C/C(=O)Nc2nnc(C(C)C)s2)cc1OC`?
V-ATPase pHluor: 5

Results for CC1(C)CC(=O)C=C(c2ccc(-c3cnc4ccccc4c3)cc2)C1=O ?
V-ATPase pHluor: 2

How did Cn1c(=O)c2c(-c3ccccc3)n(-c3ccccc3S)cc2n(C)c1=O do in these assays?
V-ATPase pHluor: -2

Results for COc1cc(C(C)=O)ccc1OCC(=O)N1CCC(Cc2ccccc2)CC1 ?
V-ATPase pHluor: 2

What do the screens show for `CC(=O)Nc1c(Cl)cnn(-c2ccccc2)c1=O`?
V-ATPase pHluor: 8

What do the screens show for `CCCCn1c(N)c(N(C)C(=O)CCCn2c(=O)oc3ccccc32)c(=O)[nH]c1=O`?
V-ATPase pHluor: 2

What do the screens show for `O=C(/C=C/Nc1ccc(F)cc1F)c1ccc(Br)cc1`?
V-ATPase pHluor: -3

What do the screens show for `CNC(=O)C[C@H]1C(=O)N(c2ccc(Br)cc2)C[C@@H]1CSC`?
V-ATPase pHluor: 2

What do the screens show for `Cc1[nH]c2ccccc2c1NC(=O)CN1CCN(C(=O)c2ccco2)CC1`?
V-ATPase pHluor: 4

What do the screens show for `CC1CCN(C(=O)CCn2c(=O)oc3ccc(Cl)cc32)CC1`?
V-ATPase pHluor: 2

What do the screens show for `NC(=S)c1csc(CCNC(=O)c2ccccc2)n1`?
V-ATPase pHluor: -5

How did O=C(Nc1ccc(F)cc1)Nc1ccc(NC(=O)c2ccccc2O)cc1 do in these assays?
V-ATPase pHluor: 0

What do the screens show for `CN1CCN(C(=O)CCn2c(=S)[nH]c3ccccc3c2=O)CC1`?
V-ATPase pHluor: 0

Results for COc1ccccc1-c1noc2c1C(=O)NCC2 ?
V-ATPase pHluor: -1

How did Cc1ccc(S(=O)(=O)N2C[C@H]3C(=O)C[C@@H](c4ccccc4)N(S(=O)(=O)c4ccc(C)cc4)[C@H]3C[C@H]2c2ccc(Cl)cc2)cc1 do in these assays?
V-ATPase pHluor: -1

How did Cc1nc(-c2ccc(S(=O)(=O)N3CCN(CCc4ccccc4)CC3)s2)cs1 do in these assays?
V-ATPase pHluor: 0

Results for COc1ccc(CNC(=O)C[C@@H]2C[C@H]3c4cc(NC(=O)C5CCC5)ccc4O[C@H]3[C@@H](CO)O2)cc1 ?
V-ATPase pHluor: -2

Results for O=C(CSc1nnc(COc2ccc(Cl)cc2)o1)Nc1nccs1 ?
V-ATPase pHluor: 3

Results for N#Cc1ccsc1NC(=O)c1ccc2ncsc2c1 ?
V-ATPase pHluor: 3

How did COc1ccc(CCN2CC(C(=O)NCCc3ncccc3C)CCC2=O)cc1 (configuration not stated) do in these assays?
V-ATPase pHluor: 0

What do the screens show for `FC(F)(F)c1ccc(Cl)c(NC(=S)N/N=C/c2ccccc2Cl)c1`?
V-ATPase pHluor: -4

How did O=C(O)CC1(CC(=O)Nc2cc3ccccc3cn2)CCCCC1 do in these assays?
V-ATPase pHluor: 4

How did Fc1ccc(-c2nc3c4ccccc4ccn3c2Cc2ccccc2)cc1 do in these assays?
V-ATPase pHluor: 1

What do the screens show for `C[C@@H]1CN([C@H](C)CO)S(=O)(=O)c2ccc(C#C[C@@H](C)O)cc2O[C@@H]1CN(C)Cc1ccc(-c2ccccc2)cc1`?
V-ATPase pHluor: -1

What do the screens show for `O=C1NC(Cc2ccccc2)c2nc3cc(F)ccc3c(=O)n2-c2ncccc21` (configuration not stated)?
V-ATPase pHluor: -2

Results for O=C1OC(COCC#Cc2ccccc2)CN1c1ccccc1 (configuration not stated) ?
V-ATPase pHluor: -1

Results for CC1=C(C(=O)N2CCOCC2)CC(CC(=O)NC2CC2)C(=O)N1Cc1ccc(C(C)(C)C)cc1 (configuration not stated) ?
V-ATPase pHluor: 4

What do the screens show for `NCCN1C(=O)c2ccccc2C1(O)c1ccc(Cl)cc1` (configuration not stated)?
V-ATPase pHluor: -4

Results for C#CCOc1ccccc1C(N)=O ?
V-ATPase pHluor: 3

Results for COc1ccc(C(C)=NNS(=O)(=O)c2ccc(C)cc2)cc1OC ?
V-ATPase pHluor: 3

How did Cc1ccc(CC(C)(O)CC(C)(O)Cc2ccc(C)cc2)cc1 (configuration not stated) do in these assays?
V-ATPase pHluor: 1

What do the screens show for `Cc1ccccc1OS(=O)(=O)c1cccc([N+](=O)[O-])c1`?
V-ATPase pHluor: 0

Results for CCCCCCN1C[C@H](O)[C@@H](n2cc(C3CC3)nn2)C[C@@H]1c1ccccc1 ?
V-ATPase pHluor: 1

How did O=C(CCN1CCN(c2ccccc2)CC1)NNC(=O)c1ccccc1 do in these assays?
V-ATPase pHluor: -3

Results for CCN(CC(=O)Nc1c(F)cccc1F)C(=O)c1cccn1C ?
V-ATPase pHluor: -2

What do the screens show for `COc1ccc(C(=O)CC(Sc2ccccc2N)c2ccc(OC)cc2)cc1` (configuration not stated)?
V-ATPase pHluor: -1

What do the screens show for `C[C@H](CO)N1C[C@H](C)[C@@H](CN(C)S(=O)(=O)c2cn(C)cn2)Oc2ncc(Br)cc2C1=O`?
V-ATPase pHluor: 6

What do the screens show for `O=C(c1cccs1)N1C[C@@H](O)[C@H](n2cc(C3CC3)nn2)C[C@@H]1c1ccccc1`?
V-ATPase pHluor: 0

A portion of the results above, for reference:
What do the screens show for `C[C@@H]1CN([C@H](C)CO)S(=O)(=O)c2ccc(C#C[C@@H](C)O)cc2O[C@@H]1CN(C)Cc1ccc(-c2ccccc2)cc1`?
V-ATPase pHluor: -1

What do the screens show for `O=C1NC(Cc2ccccc2)c2nc3cc(F)ccc3c(=O)n2-c2ncccc21` (configuration not stated)?
V-ATPase pHluor: -2

Results for O=C1OC(COCC#Cc2ccccc2)CN1c1ccccc1 (configuration not stated) ?
V-ATPase pHluor: -1

Results for CC1=C(C(=O)N2CCOCC2)CC(CC(=O)NC2CC2)C(=O)N1Cc1ccc(C(C)(C)C)cc1 (configuration not stated) ?
V-ATPase pHluor: 4

What do the screens show for `NCCN1C(=O)c2ccccc2C1(O)c1ccc(Cl)cc1` (configuration not stated)?
V-ATPase pHluor: -4

Results for C#CCOc1ccccc1C(N)=O ?
V-ATPase pHluor: 3

Results for COc1ccc(C(C)=NNS(=O)(=O)c2ccc(C)cc2)cc1OC ?
V-ATPase pHluor: 3

How did Cc1ccc(CC(C)(O)CC(C)(O)Cc2ccc(C)cc2)cc1 (configuration not stated) do in these assays?
V-ATPase pHluor: 1

What do the screens show for `Cc1ccccc1OS(=O)(=O)c1cccc([N+](=O)[O-])c1`?
V-ATPase pHluor: 0

Results for CCCCCCN1C[C@H](O)[C@@H](n2cc(C3CC3)nn2)C[C@@H]1c1ccccc1 ?
V-ATPase pHluor: 1

How did O=C(CCN1CCN(c2ccccc2)CC1)NNC(=O)c1ccccc1 do in these assays?
V-ATPase pHluor: -3

Continuation:
What do the screens show for `COc1cc(/C=C2/SC(=S)N(CC(=O)NNC(=O)c3ccc(F)cc3)C2=O)cc(OC)c1OC`?
V-ATPase pHluor: 1

Results for Cc1ccc([C@H]2C[C@@H](n3cc(COC(=O)c4ccccc4)nn3)[C@H](O)CN2C(=O)c2cccs2)cc1 ?
V-ATPase pHluor: 1

How did CC1(C)C2CCC1(CS(=O)(=O)Nc1cccc(S(N)(=O)=O)c1)C(=O)C2 (configuration not stated) do in these assays?
V-ATPase pHluor: 4

What do the screens show for `C[C@@H]1CN([C@H](C)CO)C(=O)c2cc(C#CC3CCCCC3)cnc2O[C@H]1CN(C)Cc1cccnc1`?
V-ATPase pHluor: -1

How did Cc1cnc(C=O)c2cccc([N+](=O)[O-])c12 do in these assays?
V-ATPase pHluor: 5

How did Cc1nc2c(=O)n(-c3ccc(F)c(Cl)c3)nc(C)c2s1 do in these assays?
V-ATPase pHluor: -4

How did C/C(=N\NC(=O)CSc1nc(C)cc(C)n1)c1ccc([N+](=O)[O-])cc1 do in these assays?
V-ATPase pHluor: 1

How did NS(=O)(=O)c1ccc(CCNC(=O)c2cccc(S(=O)(=O)N3CCc4ccccc43)c2)cc1 do in these assays?
V-ATPase pHluor: 1

Results for CCCCCCN1C[C@@H](n2cc(COC(=O)c3ccccc3)nn2)[C@H](O)C[C@@H]1c1ccccc1 ?
V-ATPase pHluor: -1

What do the screens show for `C[C@@H]1CN([C@@H](C)CO)S(=O)(=O)c2ccc(Br)cc2O[C@H]1CN(C)C(=O)c1ccccc1`?
V-ATPase pHluor: 69*

Results for C[C@@H]1CN([C@@H](C)CO)C(=O)CCCn2cc(nn2)CO[C@H]1CN(C)S(=O)(=O)c1ccccc1F ?
V-ATPase pHluor: -2

What do the screens show for `C[C@H]1CN([C@@H](C)CO)C(=O)CCCn2nncc2CO[C@H]1CN(C)C(=O)Nc1ccccc1`?
V-ATPase pHluor: -1

High-throughput results: PubChem, NMMLSC
